Assay outcomes (PubChem)
FXIa single inh – blocks human coagulation factor XIa activity; P03951; purified human FXIa, fluorogenic AMC substrate cleavage; inhibition, % at 10 µM; hit rate 0.3% among 33,000; AID 687;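 active = inhibition above 40% in the primary screen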;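 also: 0% = enzyme without compound and 100% = blank wells lacking enzyme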
Target sequence (P03951 19-387 limits assumed): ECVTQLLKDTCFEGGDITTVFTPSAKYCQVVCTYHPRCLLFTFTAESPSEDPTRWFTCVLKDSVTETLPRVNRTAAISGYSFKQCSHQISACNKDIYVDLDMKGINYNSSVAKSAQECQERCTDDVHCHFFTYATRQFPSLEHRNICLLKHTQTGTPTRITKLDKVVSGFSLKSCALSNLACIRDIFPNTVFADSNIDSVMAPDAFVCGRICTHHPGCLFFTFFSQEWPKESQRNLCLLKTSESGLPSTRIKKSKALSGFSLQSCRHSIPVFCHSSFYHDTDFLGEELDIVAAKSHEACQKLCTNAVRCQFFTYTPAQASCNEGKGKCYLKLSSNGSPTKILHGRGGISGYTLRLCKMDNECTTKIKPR
Target sequence (P03951 388-625 limits assumed): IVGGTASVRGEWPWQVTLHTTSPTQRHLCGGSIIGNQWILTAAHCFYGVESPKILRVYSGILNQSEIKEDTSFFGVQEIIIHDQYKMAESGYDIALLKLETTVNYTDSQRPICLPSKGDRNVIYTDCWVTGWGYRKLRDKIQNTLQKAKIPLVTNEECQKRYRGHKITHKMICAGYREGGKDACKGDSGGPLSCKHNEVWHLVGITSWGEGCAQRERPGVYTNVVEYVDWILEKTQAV
FXIIa inh – blocks human coagulation factor XIIa activity; P00748; purified human FXIIa, AMC substrate fluorescence, 2 h; hit rate 0.2% among 33,000; AID 701; inhibition, % at 10 µM; in the data active = inhibition above about 30%;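 also: 0% = enzyme with vehicle only and 100% = no enzyme blank; many of its hits are not listed in these tables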
* = called active by the depositor. A portion of the library (hit frequency here may not be typical).

SMILES	FXIa single inh	FXIIa inh
COc1ccc(-n2nnnc2SCC(=O)Nc2ccc3c(c2)OCCO3)cc1OC	14	5
O=C(CCn1nnc2ccccc21)Nc1nnc(COc2ccc(F)cc2)s1	11	18
COc1ccc(N2C(=O)C(Cl)=C(N3CCCC(C)C3)C2=O)cc1 (stereo unspecified)	-6	-3
CCOC(=O)c1c(C)[nH]c(C(=O)CSc2ccc(Cl)cc2)c1C	7	5
CCSC1=C(C#N)C(c2cccc(OC)c2)CC(=O)N1 (stereo unspecified)	-7	-3
CN(C)C(=O)c1cc(S(=O)(=O)N(C)C)c(Cl)cc1N1CCCC1	7	4
O=S(=O)(NCc1ccccn1)c1cccc2nsnc12	-2	12
Cc1cc(=O)oc2ccc(OCC(=O)NCc3ccco3)cc12	27	-13
CCOC(=O)C1CCN(C(=O)Nc2ccc3c(c2)nc(C)n3C)CC1	-1	0
O=C(Nc1ccccc1N1CCN(C(=O)c2ccccc2)CC1)c1cc2ccccc2o1	-2	-14
Cc1[nH]c(=O)[nH]c(=O)c1S(=O)(=O)N1CCC(C(=O)N2CCN(Cc3ccccc3)CC2)CC1	-5	2
CCn1c(Cc2ccccc2)nnc1SCC(=O)Nc1ccccc1N1CCOCC1	-4	-3
O=C1Nc2c(c(=O)[nH]c(=O)n2-c2ccccc2F)C(C(F)(F)F)(C(F)(F)F)N1	3	5
Cc1ccc(N2CCN(C(=O)CN3C(=O)c4ccccc4C3=O)CC2)cc1	1	11
O=C(Nc1cccc2c1CCCC2)C1CCCN(S(=O)(=O)c2cccc3nonc23)C1 (stereo unspecified)	2	2
COC(=O)N1CCN(c2ccc(C(C)=O)cc2)CC1	-1	8
CCOC(=O)c1ccccc1NC(=O)COC	-1	8
CCC(=O)c1cc(F)c(N2CCN(S(=O)(=O)c3ccccc3)CC2)cc1C	3	4
C#CC(CO)N(CCN(Cc1ccccc1)C(C#C)CO)Cc1ccccc1 (stereo unspecified)	-4	4
COc1ccc(C(=O)OCC(=O)Nc2cc(C)on2)cc1S(=O)(=O)N1CCOCC1	-3	3
Cc1ccc(P(=O)(CO)c2ccc(C)cc2)cc1	-3	2
CSc1nsc(/C=C/Nc2cccc(Cl)c2)c1C#N	5	5
OCCOCCNc1ncnc2sc(-c3ccccc3)cc12	-6	-5
Cc1ccc(S(=O)(=O)N2CCN(C)CC2)c(C)c1	-7	7
Cc1cc2nc(N)sc2cc1C	3	1
CCC1CCCCN1CCNC(=O)C1CCN(S(=O)(=O)c2c(C)noc2C)CC1 (stereo unspecified)	-14	-11
Cc1cc(C(F)F)n2ncc(C(=O)NCc3ccccc3)c2n1	5	4
CCCCOC(=O)CCc1c(C)[nH]c(=S)[nH]c1=O	-3	5
C=CCN(C(C)=O)C1CC(=O)N(c2ccc(OCCC)cc2)C1=O (stereo unspecified)	6	5
CC(=O)Cc1nsc(NC(=O)c2cn(-c3ccccc3)nc2-c2ccc(Br)cc2)n1	18	-7
CC(C)(C)OC(=O)N1CCOCCOCCNCCOCCOCC1	-1	3
O=C(c1cccc(Br)c1)N1CCCC1	-8	2
COc1ccc(-n2c(SCC#N)nnc2-c2cccnc2)cc1	3	5
COc1ccc(NC(=O)CC(C(=O)O)N2CCCCC2)cc1 (stereo unspecified)	-1	19
O=C(NOC(=O)c1ccccc1Cl)c1cccs1	0	12
COc1ccc(CN2CC(C(=O)NCCCOC(C)C)CC2=O)cc1 (stereo unspecified)	-12	-12
COC(=O)c1cn(-c2ccc(Cl)cc2)c(=O)c2ccccc12	5	5
C=CCN=C1SC(CC)C(=O)N1S(=O)(=O)c1ccc(C)cc1 (stereo unspecified)	7	7
CCN1CCN(C(c2cccs2)C(C)NC(=O)NC2CCCCC2)CC1 (stereo unspecified)	3	5
CCOc1ccc(-c2nc(-c3ccc(OC)c(OC)c3)no2)cc1OCC	5	5
Cc1csc(SCC(=O)c2cc(C)n(Cc3cccs3)c2C)n1	0	0
Nc1cc(N)nc(SCC(=O)c2ccccc2)n1	-1	3
COc1cccc2cc(C(=O)N3C(C)CCCC3C)c(=O)oc12 (stereo unspecified)	0	6
Cn1c(=O)n(C)c2cc(S(=O)(=O)NCCO)ccc21	21	-8
CC(C)(C)c1ccc(S(=O)(=O)N2CC(=O)Nc3ccccc32)cc1	5	8
COc1cccc(-c2nnn(CC(=O)Nc3ccc(C)cc3C)n2)c1OC	-9	0
O=C(NC(C(=O)N/N=C/c1ccccc1)c1n[nH]c(=O)c2ccccc12)c1ccccc1 (stereo unspecified)	4	8
Cc1cc2n(n1)C(c1c[nH]c3ccccc13)Nc1ccccc1-2 (stereo unspecified)	-2	0
O=C(Nc1ccc2c(c1)OCO2)C1CCCN1C(=O)OCc1ccccc1 (stereo unspecified)	-2	3
CSc1ccccc1NC(=O)Nc1cccc(Cl)c1Cl	-52	-15
Continuation.
SMILES	FXIa single inh	FXIIa inh
CCOC(=O)N1CCN(c2cc(=O)n(Cc3ccc(F)cc3)c(=O)[nH]2)CC1	3	3
c1ccc(CCn2c(SCc3ccccc3)nnc2-c2ccncc2)cc1	0	-13
COc1cc2c(cc1OC)-c1cc(OCc3ccccc3Cl)nc(=O)n1CC2	-5	-14
CC(C)OC(=O)Cn1cnc2ccc(Br)cc2c1=O	-4	4
Cc1ccc(S(=O)(=O)N2CCC(C(=O)NCCCOC(C)C)CC2)cc1	36	4
O=C(c1cccs1)N1CCN(C(=O)C(c2ccccc2)c2ccccc2)CC1	1	3
CCOC(=O)C1CCCN(C(=O)c2sc3nc(-c4ccc(OC)cc4)cn3c2C)C1 (stereo unspecified)	10	5
COc1ccc(CN2CC(C(=O)N3CCOCC3)CC2=O)cc1 (stereo unspecified)	-1	3
COc1cc(NC(=O)c2ccc(F)cc2)c(OC)cc1Cl	0	-8
O=C1NCCCC1C(=O)Nc1ccccc1C(F)(F)F (stereo unspecified)	4	3
COc1ccc(S(=O)(=O)N2CCCC(C(=O)NCc3ccncc3)C2)cc1Cl (stereo unspecified)	-2	2
O=C1Nc2ccccc2CCC1Sc1nnc(-c2ccc(Cl)cc2)s1 (stereo unspecified)	-2	10
O=S(=O)(NCc1ccccc1)c1ccc(Cl)cc1	1	10
Cc1nc2ncnn2c(C)c1CCC(=O)NCCCN1CCN(c2cccc(Cl)c2)CC1	-2	2
CCn1nc(C)c(/C=N/NC(=O)c2ccoc2C)c1C	2	9
COc1ccc(/C(N)=N/OC(=O)c2cccc([N+](=O)[O-])c2)cc1OC	-4	8
CC(C)Oc1ccc(CNC(=S)N/N=C/c2ccc([N+](=O)[O-])cc2)cc1	2	12
CCOc1ccc(C(CC(=O)O)NC(=O)c2cccs2)cc1 (stereo unspecified)	-9	19
CC1CCCN(C(c2cccs2)c2nnnn2Cc2ccccc2)C1 (stereo unspecified)	-3	12
Cc1cccc(-n2c(SCc3cc(=O)n4c(C)cccc4n3)nc3[nH]ncc3c2=O)c1	-4	8
Cc1cc(C)n(C(=O)CCCCCCCCC(=O)n2nc(C)cc2C)n1	5	8
O=C(Cn1cc(C(=O)c2cccs2)c2ccccc21)NC1CCCCC1	-2	3
CCOc1ccc(CC(=O)NNC(=S)Nc2ccccc2)cc1Br	-3	9
O=CN1CCN(C2CC(=O)N(c3ccc4c(c3)OCO4)C2=O)CC1 (stereo unspecified)	0	1
O=C1CN(C(=O)COc2ncnc3ccccc23)c2ccccc2N1	7	5
COc1ccc(C(c2c(C)[nH]n(C(N)=S)c2=O)C(C#N)C#N)cc1 (stereo unspecified)	1	9
O=C(COc1ccc(S(=O)(=O)N2CCCC2)cc1)NCc1ccco1	8	6
CCSc1nnc(NC(=O)c2cccc3ccccc23)s1	2	3
CCOC(=O)/C(=C\c1cccnc1)C(=O)c1cc(C(C)=O)c(Nc2ccccc2)s1	-6	3
Cc1c(NC(=O)COC(=O)C2CC3C=CC2C3)c(=O)n(-c2ccccc2)n1C (stereo unspecified)	-1	4
CCCc1cc(C(=O)O)c2ccccc2n1	-2	-3
COc1ccc(CCNC(=O)c2nnn(-c3cc(C)cc(C)c3)c2N)cc1OC	-13	-12
CCCSc1nnc(C(C)C)n1N	-1	6
O=C(Oc1ccc(Br)cc1)c1cncc(Br)c1	7	1
O=c1cc(CN2CCN(c3ccc(F)cc3)CC2)c2cc3c(cc2o1)CCCC3	26	-13
CCOc1ccc(OCCOCCN2CCOCC2)cc1	-3	4
C=C(C)C1CC=C(CN2CCC(O)CC2)CC1 (stereo unspecified)	16	3
O=S(=O)(NCCc1ccccc1)c1cccc2nsnc12	15	-13
COc1cc2nc(C3CCC3)n(NC(=O)COc3ccccc3)c(=O)c2cc1OC	-2	7
O=C(CCC1CCCC1)NCc1cccs1	-1	0
COc1ccc(C2C(C(C)=O)=C(O)C(=O)N2CCCn2ccnc2)cc1OC (stereo unspecified)	-4	1
CS(=O)(=O)N(CC(=O)N1CCN(Cc2ccc3c(c2)OCO3)CC1)Cc1ccc(Cl)cc1	-4	-1
CN(C)CCN(Cc1ccccc1)c1nccc(N(C)C)c1C#N	14	-13
CC(C)(C)c1[nH]c2ccccc2c1/C=N/O	-3	-4
CCCCOC(=O)C1Cc2ccccc2C(=O)O1 (stereo unspecified)	-2	3
CCOc1ccc(C2=Cc3cc(OC)c(OC)cc3C(=C(Cl)Cl)O2)cc1	1	-1
O=C(Nc1cccc(Cl)c1)N(CCN1CCOCC1)Cc1ccccc1F	5	7
CS(=O)(=O)N1CCN(c2ccc(NC(=O)c3ccc(-c4ccc(Cl)cc4)o3)cc2)CC1	4	8
O=C(NCc1cccs1)C1CCC(CNS(=O)(=O)c2cccs2)CC1 (stereo unspecified)	-8	2
COc1ccc(-c2ccc(C3C(C#N)=C(N)Oc4n[nH]c(C)c43)o2)cc1 (stereo unspecified)	1	11

Pulled by structure from the list above (five):
SMILES	FXIa single inh	FXIIa inh
CC1CCCN(C(c2cccs2)c2nnnn2Cc2ccccc2)C1 (stereo unspecified)	-3	12
COc1ccc(-c2ccc(C3C(C#N)=C(N)Oc4n[nH]c(C)c43)o2)cc1 (stereo unspecified)	1	11
CN(C)CCN(Cc1ccccc1)c1nccc(N(C)C)c1C#N	14	-13
O=C1CN(C(=O)COc2ncnc3ccccc23)c2ccccc2N1	7	5
O=S(=O)(NCc1ccccn1)c1cccc2nsnc12	-2	12

Further compounds.
SMILES	FXIa single inh	FXIIa inh
O=C(Nc1nnc(C23CC4CC(CC(C4)C2)C3)s1)c1ccco1	2	3
Cc1nnc(SCC(=O)OC2CC(C)CCC2C(C)C)[nH]c1=O (stereo unspecified)	-5	0
O=C(NCCO)c1ccccc1O	0	2
CCOC(=O)N1CCN(C(=O)NC2CCCCC2)CC1	-8	1
CCCCC(=O)Nc1ccc2c(c1)nc1n2CCSC1	2	5
Cc1cc(Oc2ccc(C(C)(C)C)cc2)nc(N2CCOCC2)n1	16	-13
Cc1cc2c(c(C)nn2-c2ccccc2)c(=O)o1	6	4
O=C(CN1CCC(n2nnc3cc(F)ccc32)CC1)NCCc1ccccc1	-3	6
CCC(Sc1nnnn1-c1ccccc1)C(=O)NC(C)c1ccccc1 (stereo unspecified)	-2	8
O=C(CCn1nc(-c2ccc(Cl)cc2)c2ccccc2c1=O)NCCN1CCOCC1	-5	5
Cc1noc(C)c1C(=O)N1CCN(Cc2ccccc2)CC1	-2	-5
CCc1nc2ccccc2c(C(=O)OCC(=O)Nc2cccc(S(=O)(=O)N3CCOCC3)c2)c1C	-3	4
CC(=O)c1cc2c(cc1NC(=O)CSc1nnc(C)s1)OCO2	1	4
O=C(Nc1ccc(Cl)cc1)N(Cc1cccs1)Cc1cccs1	-3	5
Cc1ccccc1NC(=O)NCCCN1CCN(c2ccccc2)CC1	-9	-9
O=C(c1cn(-c2ccccc2)nc1-c1cccs1)N1CCN(c2ccc(F)cc2)CC1	-10	-11
Cc1ccc2c(c1)[C@@H]1CN(C)CC[C@@H]1N2S(=O)(=O)c1ccc([N+](=O)[O-])cc1	-1	9
CCOC(=O)C1CCN(CC(O)COc2ccc(C(C)(C)CC)cc2)CC1 (stereo unspecified)	-2	3

A different layout for part of the listing above:
O=C(c1cn(-c2ccccc2)nc1-c1cccs1)N1CCN(c2ccc(F)cc2)CC1
  FXIa single inh: -10
  FXIIa inh: -11

Cc1ccc2c(c1)[C@@H]1CN(C)CC[C@@H]1N2S(=O)(=O)c1ccc([N+](=O)[O-])cc1
  FXIa single inh: -1
  FXIIa inh: 9

CCOC(=O)C1CCN(CC(O)COc2ccc(C(C)(C)CC)cc2)CC1 (stereo unspecified)
  FXIa single inh: -2
  FXIIa inh: 3
